TROY signal inh: inhibitors of TROY-driven NF-kB signaling, primary screen, Q293 LMP1-TROYcd cells, NF-kB luciferase, uHTS; Q293 LMP1-TROYcd NF-kB luciferase reporter, 4 h; inhibition, % at 10 µM; 360,000 tested, 0.98% active; AID 1347056, 2019;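 active = compounds whose plate-normalised and pattern-corrected inhibition of the luciferase reporter signal at the single screening dose is 50% or more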
TWEAK Fn14 block: inhibitors of TWEAK-Fn14 signaling, primary screen, luciferase reporter cells, uHTS; TWEAK-stimulated Fn14 reporter cells, luciferase luminescence, 8 h; inhibition, % at 10 µM; 360,000 tested, 2% active; AID 1159606, 2016; in the data active = inhibition above about 50%
TLR9-MyD88 inh: inhibitors of TLR9-MyD88 association in cells, primary screen, cell-based, CHO, BLA complementation, fluorescence. Toll-like receptor 9 (Homo sapiens) + Myeloid differentiation primary response protein …. CCF4 FRET ratio. inhibition, % at 4.98 µM. 340,000 tested, 0.21% active. AID 504734, 2011;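 active = inhibition above the mean over all tested compounds plus 3 SD, cut at about 21% in these data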;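 also: 0% = DMSO only wells and 100% = clavulanate BLA inhibitor control wells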
Target sequence (Q99836 whole entry, looked up): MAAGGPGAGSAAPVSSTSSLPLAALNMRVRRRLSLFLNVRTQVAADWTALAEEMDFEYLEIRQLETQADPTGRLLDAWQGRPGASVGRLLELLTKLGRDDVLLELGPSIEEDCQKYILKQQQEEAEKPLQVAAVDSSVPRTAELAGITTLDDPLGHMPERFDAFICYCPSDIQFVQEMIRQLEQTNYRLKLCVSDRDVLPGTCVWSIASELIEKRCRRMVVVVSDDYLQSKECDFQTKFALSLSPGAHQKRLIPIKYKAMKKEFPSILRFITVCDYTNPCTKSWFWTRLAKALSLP
Target sequence (Q9NR96 whole entry, looked up): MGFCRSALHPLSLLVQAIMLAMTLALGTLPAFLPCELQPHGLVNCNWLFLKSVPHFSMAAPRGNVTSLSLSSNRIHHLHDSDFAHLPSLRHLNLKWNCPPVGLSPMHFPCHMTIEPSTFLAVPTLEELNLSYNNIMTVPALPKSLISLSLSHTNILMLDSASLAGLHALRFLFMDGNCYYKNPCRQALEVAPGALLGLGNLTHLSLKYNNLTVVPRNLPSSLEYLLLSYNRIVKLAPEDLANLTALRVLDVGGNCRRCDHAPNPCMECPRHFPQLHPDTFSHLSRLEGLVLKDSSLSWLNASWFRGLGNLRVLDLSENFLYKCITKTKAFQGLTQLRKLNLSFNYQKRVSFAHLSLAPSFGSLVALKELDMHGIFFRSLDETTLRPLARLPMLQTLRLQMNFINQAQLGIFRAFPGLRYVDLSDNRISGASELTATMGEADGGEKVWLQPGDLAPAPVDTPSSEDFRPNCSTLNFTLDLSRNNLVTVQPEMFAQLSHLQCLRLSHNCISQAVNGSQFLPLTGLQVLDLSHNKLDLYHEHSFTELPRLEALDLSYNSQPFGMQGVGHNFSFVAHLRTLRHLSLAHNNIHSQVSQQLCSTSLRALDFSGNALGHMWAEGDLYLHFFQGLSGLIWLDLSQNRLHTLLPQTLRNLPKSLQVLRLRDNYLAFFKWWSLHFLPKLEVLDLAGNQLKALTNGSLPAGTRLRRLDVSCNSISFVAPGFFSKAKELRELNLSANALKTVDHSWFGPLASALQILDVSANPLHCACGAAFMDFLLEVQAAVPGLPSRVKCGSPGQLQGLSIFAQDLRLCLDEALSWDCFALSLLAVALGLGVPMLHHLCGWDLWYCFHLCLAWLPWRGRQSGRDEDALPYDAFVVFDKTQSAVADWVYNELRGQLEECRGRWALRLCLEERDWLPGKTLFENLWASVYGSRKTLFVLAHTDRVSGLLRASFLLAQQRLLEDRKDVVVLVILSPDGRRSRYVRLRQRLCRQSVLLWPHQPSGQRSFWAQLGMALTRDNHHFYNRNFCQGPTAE
NR2F2 inh: NR2F2 transcriptional activity inhibitors, primary screen, cell-based, luciferase reporter, HEK293T, luminescence; AID 686940, 2013; COUP transcription factor 2 (Homo sapiens), P24468; HEK293T NGFI-A luciferase reporter; 370,000 tested, 0.7% active; inhibition, % at 8.6 µM;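 active = inhibition above a per-plate cutoff, mean inhibition of test wells between control levels plus 3 SD, cut at about 38% in these data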;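 also: cells cotransfected with COUP-TFII expression vector driving the NGFI-A reporter; 0% = median of COUP-TF2 test wells and 100% = reporter-only cells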
ABHD5-PLIN5 inh: ABHD5-PLIN5 interaction inhibitors, primary screen, cell lysate, split luciferase complementation, luminescence. Perilipin-5 (Homo sapiens) + 1-acylglycerol-3-phosphate O-acyltransferase ABHD5 (Homo …. 360,000 tested, 0.78% active. inhibition, % at 4 µM. Split G. princeps luciferase complementation, 4 h;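 active = inhibition above the mean inhibition across every tested compound plus 3 SD, cut at about 22% in these data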;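 also: 0% = DMSO only wells and the 100% control is not disclosed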
Granule exo inh: LAMP-1 surface exposure blockers, TALL-104 cells – cell-based, flow cytometry, MLPCN library, primary screen. TALL-104 LAMP-1 surface exposure; cells stimulated with thapsigargin and PMA. inhibition, % at 10 µM. 360,000 tested, 0.66% active. AID 651702, 2012;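 active = inhibition above about 55%, limit read from the data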
LRH-1 inv ag: LRH-1 (NR5A2) inverse agonists, primary screen, cell-based, luminescence, HEK293T, StAR-luciferase reporter. Nuclear receptor subfamily 5 group A member 2 (Homo sapiens), O00482. LRH-1 transfected, 24 h. inhibition, % at 3.6 µM. 360,000 tested, 0.13% active. AID 602396, 2012;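 active = inhibition above the mean inhibition of all tested compounds plus 3 SD, cut at about 73% in these data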;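 also: 0% = DMSO wells and 100% = reporter-only cells lacking LRH-1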
NOD2 RIPK2 PPI: NOD2-RIPK2 binding disruptors in cells, primary screen, fluorescence, CHO cells, BLA complementation; 360,000 tested, 0.38% active; Receptor-interacting serine/threonine-protein kinase 2 (Homo sapiens), O43353; AID 624267, 2012; CCF4 ratio; inhibition, % at 4.98 µM; in the data active = inhibition above about 21%;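 also: 0% = vehicle only and 100% = reference blocker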
SRC1 inh: SRC1 coactivator transcriptional activity inhibitors, primary screen, cell-based, luminescence; Nuclear receptor coactivator 1 (Homo sapiens), Q15788; HEK293 GAL4-SRC1 luciferase reporter; inhibition, % at 3.6 µM; 360,000 tested, 0.12% active; AID 588354, 2011;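 active = inhibition above the campaign mean plus 3 SD, with each screening campaign given its own cutoff, cut at about 60% in these data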;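 also: 0% = DMSO treated cells and 100% = gossypol at 36 µM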
NCOA3 inh: SRC3 coactivator transcriptional activity inhibitors, primary screen, cell-based, luminescence; Nuclear receptor coactivator 3 (Homo sapiens), Q9Y6Q9; inhibition, % at 3.6 µM; AID 588352, 2011; HEK293 GAL4-SRC3 luciferase reporter; 360,000 tested, 0.17% active;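 active = inhibition above a per-campaign cutoff, the mean of all compounds plus 3 SD, cut at about 60% in these data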;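 also: 0% = DMSO-treated cells and 100% = gossypol-treated cells at 36 µM; higher means less SRC3-driven luciferase light from the GAL4 reporter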
SRC2 inh: inhibition of GAL4-SRC2 driven luciferase reporter, primary screen, SRC2 inhibitor project, cell-based, luminescence; Nuclear receptor coactivator 2 (Homo sapiens), Q15596; HEK293 GAL4-SRC2 luciferase reporter; inhibition, % at 9 µM; 370,000 tested, 0.17% active; AID 651957, 2012;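 active = inhibition above the mean inhibition of all tested compounds plus 3 SD, set per campaign, cut at about 52% in these data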;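 also: 0% = DMSO treated cells and 100% = cells given Gossypol at 36 µM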
The depositor's hits bear a star; . = no result given.

SMILES	TROY signal inh	TWEAK Fn14 block	TLR9-MyD88 inh	NR2F2 inh	ABHD5-PLIN5 inh	Granule exo inh	LRH-1 inv ag	NOD2 RIPK2 PPI	SRC1 inh	NCOA3 inh	SRC2 inh
O=C([C@H](Cc1ccccc1)NS(=O)(=O)c1ccc(Cl)cc1)N1CC[C@@]2(O)CCCC[C@H]2C1	4	4	-9	3	5	-2	18	11	0	26	7
Cc1cc(C)n(Cc2nc3ccccc3n2C)n1	7	-11	4	-10	6	-2	-18	-8	9	-21	5
Cc1ccc(CSCC(=O)Nc2ccccc2)cc1	-11	-24	6	0	6	4	-37	5	-7	-21	-29
O=C(NCCc1ccncc1)c1ccccc1F	-18	8	8	-3	2	-3	-7	-5	-12	-7	-29
CCOC(=O)CCNC(=O)N1CCCC(CNS(=O)(=O)c2cccs2)C1 (stereo unspecified)	1	0	2	6	4	-2	11	2	12	-12	-3
O=C(NCc1cccnc1)NC(=O)c1ccc(Cl)cc1	-14	4	9	9	6	-2	-19	0	-38	-14	11
CCOc1ccc(N(C(C)C(=O)NC(C)CC)S(C)(=O)=O)cc1 (stereo unspecified)	13	-3	0	9	-5	-2	-2	2	1	4	8
CCN(CC)C(=O)c1[nH]cnc1C(=O)N[C@@H](CC(C)C)C(=O)OCc1ccccc1	-9	6	-8	-7	-10	2	-1	-7	6	-10	-3
CNC[C@@H]1Oc2c(NC(=O)Nc3ccc(F)cc3)cccc2C(=O)N([C@H](C)CO)C[C@@H]1C	0	-3	1	-12	3	-5	-7	-9	-20	4	-5
O=C(Oc1c(Cl)cc(Cl)c2cccnc12)c1cccc([N+](=O)[O-])c1	25	-45	-1	.	-1	5	16	-6	2	7	.
O=C1NCCN(CC2CCN(CCc3ccc(Cl)c(Cl)c3)CC2)C1=O	-1	13	-8	-3	11	2	-2	-11	5	1	9
COC(OC)C1(C)C(C#N)=C(N)Oc2c1c(=O)oc1ccccc21 (stereo unspecified)	-16	11	-6	0	4	-3	10	-11	-4	17	-10
COc1ccc(CN(C)C[C@H]2OCCCC[C@@H](C)Oc3ccc(NC(=O)c4ccccc4)cc3C(=O)N([C@H](C)CO)C[C@@H]2C)cc1	-5	-26	7	5	5	4	-4	0	-12	-26	2
COc1ccc(C(CNC(=O)CSc2ccc(Br)cc2)N2CCOCC2)cc1 (stereo unspecified)	6	-8	-3	11	-6	-4	-7	-2	1	8	5
CC(=O)c1c(C)[nH]c(C(=O)OCC(=O)c2c[nH]c3ccccc23)c1C	-27	15	1	-11	-8	-3	-34	5	-72	-28	-45
Cc1occc1C(=O)N/N=C/c1c[nH]c2ccccc12	-20	-18	-12	.	-6	-3	-67	-19	-83	-78	.
CCOc1ccc(S(=O)(=O)NN=C(C)c2cccnc2)cc1	-3	28	4	29	6	-2	10	-3	6	-6	-9
CC(=O)NC12CC3CC(C1)CC(C(=O)N1CCN(S(=O)(=O)c4ccccc4C#N)CC1)(C3)C2	8	-15	-1	-10	1	2	10	2	-23	-5	-14
Cc1cc2cc(C)c(NCCNC(=O)c3cccc(F)c3)nc2cc1C	4	-1	-10	-2	5	23	18	-2	-6	-3	-18
CC(C)(C)C(=O)N(Cc1ccc(Cl)cc1)c1cnccn1	25	19	6	19	0	4	1	-5	-7	-17	0
COc1cc(OC)cc(-c2nnc(SCC(=O)Nc3cccc(C(=O)O)c3)s2)c1	-8	-2	0	-19	1	-1	-2	3	-29	-26	6
CCC(C)C(NC(=O)c1ccccc1NC(=O)c1ccccc1)C(=O)N1CCOCC1 (stereo unspecified)	12	-13	-3	3	-5	2	7	0	8	-10	-10
CCC(C)NC(=O)Cn1cc(S(=O)(=O)N2CCN(c3ccccc3F)CC2)c2ccccc2c1=O (stereo unspecified)	11	13	3	6	-4	-3	12	-2	-8	6	-11
COCCNC(=S)N1CCc2cc(OC)c(OC)cc2C1COc1ccc(F)cc1 (stereo unspecified)	5	-13	12	2	4	-2	-1	12	13	13	-17
CC1(C)C(=O)Nc2ccccc2N1C(=O)COC(=O)CNS(=O)(=O)c1ccc(Br)cc1Cl	8	-2	0	-6	7	1	10	-11	-11	10	3
New compounds follow.
SMILES	TROY signal inh	TWEAK Fn14 block	TLR9-MyD88 inh	NR2F2 inh	ABHD5-PLIN5 inh	Granule exo inh	LRH-1 inv ag	NOD2 RIPK2 PPI	SRC1 inh	NCOA3 inh	SRC2 inh
N/C(=N\OC(=O)CN1C(=O)c2ccccc2C1=O)c1ccc(Br)cc1	-64	-11	4	-9	4	16	-17	-3	-40	-2	14
CCN(C[C@H]1N[C@@](Cc2ccccc2)(C(=O)OC)[C@H]2C(=O)N(C)C(=O)[C@@H]12)C(=O)c1ccccc1	-24	16	-2	12	-2	6	-1	-5	-12	21	4
CSc1ncccc1C(=O)NNC(=O)c1ccc(NS(=O)(=O)c2cccs2)cc1	2	-3	-1	-13	10	-4	5	-26	-5	0	15
CCOC(=O)C1C(=O)NC(SCC(N)=O)=C(C#N)C1c1ccccc1OCC (stereo unspecified)	7	13	-8	-5	1	-4	-3	3	-24	5	-1
CC(C)OC(=O)c1ccc(NC(=O)CSc2nc3ncccc3[nH]2)cc1	14	18	0	-4	-1	1	-12	-4	-54	-54	-53
Cc1ccc(S(=O)(=O)NNC(=O)c2sccc2-n2cccc2)cc1	-9	16	1	-11	-3	0	7	-12	4	15	-3
O=C(Nc1ccc(Cl)c(Cl)c1)C1CCCCC1	-31	-47	-4	-9	-6	13	-38	-6	-57	-9	-26
Cc1ccccc1OCCNCC(C)O (stereo unspecified)	-16	26	6	1	14	-4	-5	-18	24	10	-12
CCOC(=O)c1c(NC(=O)COC)sc(C)c1C	46	19	-3	-1	5	1	-13	3	13	8	-36
Cc1cc(Cl)ccc1N=c1ssnc1Cl	33	2	-4	-13	-3	8	5	1	-9	9	-1
Cn1cc(S(=O)(=O)N2CCc3ccccc3C2)c(=O)n(C)c1=O	6	-6	-2	-15	4	-1	2	-1	3	3	-26
CCn1ccnc1CN1CCN(CCC(C)C)C(CCO)C1 (stereo unspecified)	10	2	-17	12	-1	0	6	-6	-8	-5	1
CS(=O)(=O)N(CCc1ccccc1)CC(=O)NCc1ccc(Cl)cc1	-3	4	3	-1	-1	-3	7	-2	-16	18	-13
O=C1C(Cc2ccc(O)cc2)NC(=S)N1c1ccccc1 (stereo unspecified)	7	15	-6	8	-2	-4	11	-16	7	12	13
COc1ccc(N2CCC(CNC(=O)Nc3cccc(OC)c3)C2)cc1 (stereo unspecified)	-31	-3	2	-7	1	1	20	3	-10	-5	9
CCc1nnc(NS(=O)(=O)c2ccc(NC(=S)NC(=O)c3ccncc3)cc2)s1	4	-3	1	0	-1	3	8	5	7	3	11
C=C(C)C1CC=C(C)/C(=N\NC(=O)CCC(=O)Nc2ccc(C)c(C)c2)C1 (stereo unspecified)	10	10	-7	0	1	-1	8	-7	1	23	-26
COc1ccc(OC)c(C(=O)c2ccc(C(=O)N3CCCCC3)cc2)c1	1	22	-2	12	1	2	16	0	-21	-9	7
NC[C@H](Cc1ccccc1)NCCc1cc(C(F)(F)F)cc(C(F)(F)F)c1	-13	13	8	-2	6	-8	-4	-9	6	11	2
Cc1cnc(C(=O)NC2CC(C)(C)Cc3c2cnn3-c2cccc(F)c2)cn1 (stereo unspecified)	-12	-13	-1	3	8	-18	-7	-1	11	26	32
CCOC(=O)N/N=C(/C)c1ccc([N+](=O)[O-])o1	2	-7	-9	-8	3	2	17	-8	-18	-11	-1
CC(C)CC(=O)Nc1ccccc1N1CCOCC1	0	-4	0	-5	1	0	-6	-12	-12	2	-11
COCCOC(=O)c1c(C)oc2ccc(NS(=O)(=O)c3ccc(F)cc3)cc12	21	11	4	-15	-9	5	6	6	8	23	-13
CCCn1ccnc1SCC(=O)Nc1c(C)n(C)n(-c2ccccc2)c1=O	0	8	7	-11	-4	0	-10	-3	-1	-2	-12
N/C(Cc1ccc(Cl)cc1Cl)=N\OC(=O)c1ccc(Br)o1	-1	-26	1	1	-6	-2	-10	-1	-5	15	20
(listing goes on)
SMILES	TROY signal inh	TWEAK Fn14 block	TLR9-MyD88 inh	NR2F2 inh	ABHD5-PLIN5 inh	Granule exo inh	LRH-1 inv ag	NOD2 RIPK2 PPI	SRC1 inh	NCOA3 inh	SRC2 inh
COc1cc(C2c3[nH]c4ccccc4c3C[C@H]3C(=O)N(CCO)CC(=O)N23)cc(OC)c1OC (stereo partly specified)	-9	1	-14	8	0	-4	9	-8	0	11	-36
COc1ccc(NC(=O)Nc2ccc3c(c2)C(=O)N([C@H](C)CO)C[C@H](C)[C@@H](CN(C)S(=O)(=O)c2ccc(F)cc2)O3)cc1	-5	0	3	8	-3	1	4	-4	0	5	-16
Oc1oc(-c2ccco2)nc1C=Nc1cccc(Cl)c1	-35	16	9	9	-5	-2	5	6	-1	-11	-5
CCOc1cc(C=O)cc(Cl)c1OCC(N)=O	6	-2	0	0	-6	-3	-33	-6	7	3	-9
CC(=O)Oc1cccc(N2C(=O)C3CC=C(Cl)CC3C2=O)c1 (stereo unspecified)	-6	6	-5	11	-1	1	-3	1	5	-7	3
Cc1ccc(S(=O)(=O)N2CCN(C)CC2)c(C)c1N(C)S(=O)(=O)c1ccc(Cl)cc1	1	-8	-6	18	14	-2	16	3	-4	29	11
CC1(C)CC(=O)C(C(C#Cc2ccccc2)C2=C(O)CC(C)(C)CC2=O)=C(O)C1	-18	4	-3	-4	6	-1	-8	-4	-7	-9	-29
COc1ccc2nc(NC(=O)C34CC5CC(CC(NC(C)=O)(C5)C3)C4)sc2c1	-30	-9	2	-18	5	-6	-49	-12	-34	-50	13
N=c1occ(C(=O)c2cc(F)ccc2O)cc1C(=O)NC1CCCCC1	10	7	-9	10	-3	3	-10	-2	6	18	5
OCCCNc1ncnc2c1ncn2[C@H]1CN(Cc2ccc(-c3ccccc3)cc2)C[C@@H](CO)O1	13	6	.	13	1	4	28	-18	-4	-8	-6
O=C(NN1C(=O)C2C3C=CC(C3)C2C1=O)c1ccccc1 (stereo unspecified)	25	0	0	-10	-2	3	-2	-2	-27	10	10
O=C(NN1C(=O)C2C3c4ccccc4C(c4ccccc43)C2C1=O)c1ccc(Cl)cc1 (stereo unspecified)	-3	-2	-5	0	-7	0	-24	4	9	13	-8
Cc1nc(-c2cccc(NC(=O)COc3ccc(Cl)cc3)c2)cs1	46	16	10	-4	-1	5	-5	10	5	17	3
CCN(Cc1ccccc1)C(=O)CN1C(=O)c2ccccc2S1(=O)=O	-33	-10	-7	-1	11	0	-9	-3	3	1	6

Assay outcomes: PubChem BioAssay, several laboratories

The list is partial; rates above refer to the full screens.
